High-throughput results: PubChem BioAssay, several laboratories
West Nile antiviral – West Nile virus antiviral activity, cell-based, CPE readout (AID 1621). West Nile virus-infected cells, CPE inhibition; higher % means a stronger effect. 290,000 tested, 0.02% active. CPE inhibition, % at 10 µM; hits with a dose series show IC50 in µM; in the data active = a potency from the dose series; inconclusive = CPE inhibition mostly from about 3.7% at the one dose, without a potency; inactive = the rest, 99 in 100 with CPE inhibition below about 2.2%; note: strong numbers were not always called active
MgcRacGAP inhibition – MgcRacGAP GTPase-activating activity inhibitors, confirmation, biochemical, ADP Hunter fluorescence. MgcRacGAP-stimulated Rac1 GTP hydrolysis, ADP Hunter fluorescence; higher % means a stronger effect; GST-tagged Rac1 F28L mutant substrate. one-dose inhibition, % at 30 µM; IC50 in µM for titrated hits. 340,000 tested, 0.6% active;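 active = first-screen hits whose inhibition reached a set limit at any dose in the follow-up dose series; inconclusive = inhibition above the set first-screen limit but never retested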;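 note: fluorescence reports GDP produced by GAP-driven GTP hydrolysis; strong numbers were not always called active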
PhoP inhibition – inhibitors of PhoP regulon expression, primary screen, Salmonella Typhimurium, GFP reporter (AID 1863); S. Typhimurium PhoP-regulated promoter GFP reporter, 4 h; higher % means a stronger effect; inhibition, % at 50 µM; hits with a dose series show IC50 in µM; 300,000 tested, 0.16% active;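 active = inhibition over 29.93%, a cutoff 3 SD above the screen mean, later confirmed by dose response; inconclusive = inhibition over 29.93% but no dose response follow-up; inactive = inhibition at most 29.93% or unconfirmed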;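 note: 0% = low Mg2+ inducing control and 100% = high Mg2+ repressing control; strong numbers were not always called active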
GPR35 antagonists – GPR35 antagonists blocking zaprinast-driven arrestin recruitment, primary screen, imaging, U2OS, beta-arrestin-GFP, zaprinast agonist (AID 2058); inhibition, % at 10 µM, or IC50 in µM where a hit was titrated; U2OS GPR35 beta-arrestin-GFP translocation imaging, zaprinast antagonism; higher % means a stronger effect; 290,000 tested, 0.052% active;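 active = inhibition of at least 50% with at least 30 cells and total cytoplasm GFP at most 10,000,000; inconclusive = under 30 cells or total GFP of 10,000,000 plus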
NS5 inhibitors – Dengue-2 NS5 methyltransferase inhibitors, primary screen, biochemical, confirmation dose response (AID 588689); Dengue-2 NS5 methyltransferase capping enzyme assay, biochemical; higher % means a stronger effect; one-dose inhibition, % at 25 µM; IC50 in µM for titrated hits; 340,000 tested, 0.3% active; in the data active = a potency from the dose series; inconclusive = inhibition above about 29% without an active follow-up result
ER stress rescue – protection against thapsigargin-triggered cell killing – 384-well, CSM14.1, ATP luminescence, primary screen (AID 1222); CSM14.1 thapsigargin-induced death rescue, ATP luminescence; higher % means a stronger effect; cellular ATP content (survival), % at 20 µM; hits with a dose series show EC50 in µM; 190,000 tested, under 10 active;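 active = EC50 below 50 µM in the dose-response confirmation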;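 note: death triggered by thapsigargin at about 15 µM added after 2 h compound pretreatment; cell ATP read after overnight thapsigargin exposure of roughly 18 to 22 hours; normalized against plate controls of thapsigargin alone and 5% DMSO vehicle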
RSV CPE inhibition – inhibition of RSV-induced cytopathic effect – HEp-2 cells, primary 10 µM value included (AID 2391). CPE inhibition, % at 10 µM; hits with a dose series show IC50 in µM. 310,000 tested, 0.13% active. HEp-2 cells, RSV-induced CPE inhibition; higher % means a stronger effect; in the data active = a potency from the dose series; inconclusive = CPE inhibition mostly from about 23% at the one dose, without a potency; inactive = the rest, 99 in 100 with CPE inhibition below about 21%; note: strong numbers were not always called active
LYP inhibition – PTPN22 lymphoid phosphatase activity blockers – biochemical, fluorescence intensity, uHTS (AID 1779). recombinant LYP phosphatase, fluorescence intensity; higher % means a stronger effect. inhibition, % at 11.5 µM, or IC50 in µM where a hit was titrated. 290,000 tested, 0.054% active; in the data active = inhibition above about 50%;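 note: plate controls were vehicle with enzyme for no effect and no enzyme for full effect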
Large T inhibition – SV40 large T antigen inhibitors, biochemical (AID 1903); SV40 large T antigen ATPase/helicase inhibition assay; higher % means a stronger effect; inhibition, % at 20 µM, or IC50 in µM where a hit was titrated; 310,000 tested, 0.39% active; in the data active = a potency from the dose series; inconclusive = inhibition mostly from about 32% at the one dose, without a potency; inactive = the rest, 99 in 100 with inhibition below about 32%; note: strong numbers were not always called active
NS5 inhibitors pilot replicate – recorded beside NS5 inhibitors, whose call it bears; inhibition, %; measured here: pilot screen replicate inhibition
* = called active by the depositor; ? = inconclusive; . = not tested or not shown. No enrichment for hits; 1.5% or so of the library scored in one or more.

SMILES	West Nile antiviral	MgcRacGAP inhibition	PhoP inhibition	GPR35 antagonists	NS5 inhibitors	ER stress rescue	RSV CPE inhibition	LYP inhibition	Large T inhibition	others
Cc1nc2c(c(=O)n1CCC1=CCCCC1)c1nc3ccccc3nc1n2/N=C/c1ccco1	.	14%	-11%	9%	14%	1.1%	12%	-1%	16%
Cc1ccc(NS(=O)(=O)c2ccc(NC(=O)C3CC3)cc2)cc1C	-1.8%	0%	.	-12%	-2%	.	.	-2%	.
CCOC(=O)c1ccc(N2CCCCC2)c(NS(=O)(=O)c2ccc(C)cc2)c1	-0.6%	.	-4%	8%	.	.	0.6%	10%	7%
Cc1ccc(N=Cc2ccc(N(C)C)cc2)cc1	0.2%	3%	-3%	2%	-2%	-2.4%	0.4%	-5%	3%
COc1cc(CNc2ccc(C(=O)O)cc2)cc(Br)c1OCC(=O)NC(C)(C)C	1.2%	1%	1%	-9%	-3%	-1.3%	2.0%	8%	7%
C#CCNc1cc(-c2ccccc2)nc2ncnn12	-0.3%	1%	-2%	12%	-3%	-1.0%	3.4%	-5%	4%
CCOC(=O)C1CCN(C(=O)Nc2ccc3oc(C)nc3c2)CC1	0.1%	2%	-7%	4%	5%	-3.6%	1.0%	4%	-1%
COc1ccc(CCNc2ccc(C(CC(N)=O)NC(=O)c3ccc(Br)cc3)cc2[N+](=O)[O-])cc1 (stereo not drawn)	?	10%	3%	-8%	-7%	.	5.5%	-4%	15%
COc1cc(/C=C(\C#N)C(=O)NCc2cccs2)ccc1O	0.3%	?	-1%	-8%	-36%	-4.7%	0.6%	2%	?
CN1N=C2c3ccccc3CCCC2C1c1ccc(F)cc1 (stereo not drawn)	0.0%	3%	-1%	21%	2%	.	10%	-1%	8%
CC(C)[C@H](NC(=O)N1c2ccccc2NC(=O)[C@@H]1C(C)C)C(=O)N1CCC[C@H]1C(=O)O	0.4%	-4%	-3%	6%	0%	.	1.1%	-10%	5%
CC1CCN(Cc2c(C(=O)N/N=C/c3ccc(C(F)(F)F)cc3)nnn2-c2nonc2N)CC1	?	2%	8%	11%	-8%	.	3.9%	0%	5%
CCc1ccccc1NC(=O)CSC1=C(C#N)C(c2ccc(O)c(OC)c2)C2=C(CCCC2=O)N1 (stereo not drawn)	1.2%	1%	20%	4%	0%	-0.5%	3.4%	-9%	20%
CC(=O)Nc1ccc(S(=O)(=O)NNC(=O)COc2ccc(C)cc2)cc1	-0.1%	-2%	-7%	-5%	-2%	0.4%	0.5%	-2%	18%
CC(C)c1nnc(NC(=O)CSc2nc3ccccc3[nH]2)s1	0.0%	9%	1%	-5%	-8%	0.4%	1.8%	-4%	8%
CC1(C)C[C@@H]2C[C@@](C)(CN2C(=O)c2ccccc2)C1	-0.1%	11%	-8%	10%	6%	.	1.2%	-3%	3%
CCN(CCNC(=O)c1ccc(CSc2nc3ccncc3[nH]2)cc1)c1ccccc1	.	8%	28%	16%	0%	4.5%	1.7%	-7%	-9%
CCOC(=O)c1ccc(NC(=S)NCc2ccccc2)cc1	-0.2%	13%	3%	-1%	0%	.	4.7%	2%	2%
CCC1CCCCN1S(=O)(=O)c1ccc(C(=O)Nc2nnc(-c3ccccc3Cl)o2)cc1 (stereo not drawn)	2.1%	0%	-8%	-7%	2%	-0.2%	-2.4%	-2%	-1%
CCCc1cc(C(=O)Nc2sc3c(c2C(=O)OCC)CCCC3)no1	1.7%	11%	15%	-10%	0%	-2.5%	-0.3%	-3%	0%
O=C(O)c1ccccc1-c1ccccc1C(=O)Nc1ccc(F)cc1	0.5%	4%	-5%	6%	-1%	.	-0.2%	-4%	4%
O=C(Cc1ccccc1)Nc1c2c(nn1-c1cccc(Cl)c1)CS(=O)(=O)C2	-0.7%	6%	6%	-8%	-10%	-0.7%	.	0%	2%
Cn1ncc(Cl)c1C(=O)Nc1ccc(CN2CCCCC2)cc1	-0.6%	4%	4%	-8%	-3%	.	0.4%	-6%	4%
CN1C(=O)C2(c3ccccc31)c1c(oc3ccccc3c1=O)C(=O)N2CCCO (stereo not drawn)	0.2%	-4%	-12%	1%	0%	.	0.1%	-2%	7%
COc1cc(COc2ccc(-c3nnco3)cc2)ccc1OC(F)F	-0.5%	-5%	7%	21%	-9%	.	2.6%	-10%	5%
CCc1ccc(N(CC(=O)NC(C)C)C(=O)CCC(=O)Nc2nccs2)cc1	-0.7%	4%	15%	8%	3%	.	0.4%	29%	-11%
CCOC(=O)CN1N=C(c2ccc(C)cc2)CCC1=O	0.1%	8%	5%	-2%	2%	.	4.0%	-4%	21%
O=C(O)[C@H]1Cc2ccccc2CN1S(=O)(=O)c1ccc(F)cc1	1.2%	9%	-12%	7%	0%	.	0.1%	-5%	24%
Cc1ccc(Cl)cc1-n1c(=O)cc(N2CCN(C(=O)c3ccco3)CC2)[nH]c1=O	-0.4%	2%	6%	-6%	-5%	0.1%	1.9%	-5%	6%
Cn1c(=O)c2c(SCC(=O)N3CCOCC3)nc(-c3ccccc3F)nc2n(C)c1=O	-0.3%	7%	0%	-1%	-2%	.	2.9%	-7%	12%

Reprinted at random: two records from the list, in no set order.
SMILES	West Nile antiviral	MgcRacGAP inhibition	PhoP inhibition	GPR35 antagonists	NS5 inhibitors	ER stress rescue	RSV CPE inhibition	LYP inhibition	Large T inhibition	others
O=C(O)[C@H]1Cc2ccccc2CN1S(=O)(=O)c1ccc(F)cc1	1.2%	9%	-12%	7%	0%	.	0.1%	-5%	24%
Cn1ncc(Cl)c1C(=O)Nc1ccc(CN2CCCCC2)cc1	-0.6%	4%	4%	-8%	-3%	.	0.4%	-6%	4%

Other results
SMILES	West Nile antiviral	MgcRacGAP inhibition	PhoP inhibition	GPR35 antagonists	NS5 inhibitors	ER stress rescue	RSV CPE inhibition	LYP inhibition	Large T inhibition	others
Cc1ccc(Cl)cc1N1CCN(C(=S)NCCc2ccccc2)CC1	-1.5%	4%	-5%	-9%	.	-1.7%	8.3%	12%	2%
Cc1c(C)c(C)c(CN2CCCC2)c(C)c1C	0.1%	5%	-11%	-5%	-4%	.	1.3%	-6%	13%
CCOc1ccc(N(CC(=O)NCc2ccc(F)cc2)C(=O)c2ccco2)cc1	-0.8%	3%	-6%	14%	0%	.	0.0%	-9%	7%
COC(=O)c1ccc(COC(=O)c2cnc(Cl)c(Cl)c2)cc1	0.6%	10%	-11%	-7%	2%	.	0.8%	3%	14%
CCN(CC)C(=O)c1cccc(NC(=O)c2ccc3c(=O)n4c(nc3c2)CCC4)c1	.	9%	-1%	.	7%	.	-0.8%	.	12%
CCC(=O)c1cn([C@@H](CCC(OC)OC)CC(=O)OC(C)(C)C)cc1CC	-0.3%	15%	-7%	.	-3%	.	0.2%	.	6%
Cc1cc(C)c(C)c(OCC(O)CN2CCN(c3ccccn3)CC2)c1 (stereo not drawn)	-0.3%	2%	-8%	12%	-3%	.	4.9%	-10%	8%
Cn1c(-c2ccccc2)c[n+]2c1-c1ccccc1C2	1.6%	8%	-1%	5%	-11%	-1.1%	-0.2%	-4%	7%
Cc1ccc2[nH]c(C(=O)O)c(NC(=O)[C@@H]3C[C@@H]3c3ccccc3)c2c1	0.3%	10%	-9%	-9%	-5%	.	2.9%	0%	20%
COc1ccccc1C(=O)NCC(C)(C)CN=C1NS(=O)(=O)c2ccccc21	-0.3%	5%	-2%	14%	-5%	.	0.7%	-7%	9%
CC(=O)c1cc2c(cc1NS(=O)(=O)c1ccccc1C)OCO2	0.1%	.	-5%	-2%	.	-0.3%	-1.6%	-2%	-2%
O=[N+]([O-])c1c(C(Cl)Cl)nn(-c2ccccc2)c1N1CCCC1	1.1%	7%	-2%	-3%	5%	0.0%	1.6%	0%	13%
Cc1c(C=O)c2ccccn2c1C(=O)c1ccc(Cl)c([N+](=O)[O-])c1	-1.6%	3%	-9%	-3%	-9%	-0.8%	2.2%	4%	11%
CCn1c(CCNC(=O)c2cccs2)nnc1SCC(=O)c1ccc(OC)cc1	0.1%	-3%	.	.	-7%	.	-1.4%	.	.
CC1(C)Cc2c(sc3ncnc(N)c23)CO1	0.7%	8%	7%	4%	-1%	-1.5%	2.6%	-2%	3%	NS5 inhibitors pilot replicate=0.3
CCC(C)(C)NC(=O)CN(C(=O)C(=O)Nc1ccc2c(c1)OCCO2)C1CC1	-0.6%	1%	5%	1%	-5%	.	0.7%	-9%	-5%
Cc1ccc(OCC(=O)NCCc2c[nH]c3ccccc23)cc1	-0.6%	4%	4%	4%	-2%	2.7%	0.2%	7%	16%
COc1ccc(-c2cn[nH]c2-c2ccc(OC)cc2)cc1	0.0%	2%	16%	4%	-1%	.	6.5%	-2%	-2%
Cc1cc(C)c2c(-c3ccc(F)cc3)c(C#N)c(=O)n(C)c2n1	-0.8%	5%	-5%	8%	-17%	.	2.5%	-7%	12%
CC1CCC(NC(=O)CN2CCCN(Cc3ccc(F)cc3Cl)C2=O)CC1 (stereo not drawn)	0.0%	13%	-2%	0%	3%	-1.6%	-0.7%	-4%	36%
O=S(=O)(NNc1ccc(Cl)nn1)c1ccc(F)cc1	0.2%	-1%	-7%	4%	1%	-2.5%	-0.5%	6%	12%
CC(C)CC(NC(=O)c1ccc(C#CC(C)(C)O)s1)C(=O)O (stereo not drawn)	0.7%	4%	-8%	26%	-4%	-0.2%	0.0%	-8%	0%
Cc1cc(C)c(/C([O-])=C(/C(=S)Nc2ccc(SC(F)F)cc2)[n+]2ccccc2)cc1C	-1.1%	-14%	-5%	0%	-12%	.	4.9%	15%	7%
Cc1nn(CCC(N)=S)c2nc(-c3cccs3)cc(C(F)(F)F)c12	-0.8%	14%	0%	-18%	-7%	2.7%	22%	1%	11%
COc1cccc2c1C(=O)C=C(C)C2=O	-2.6%	-8%	-19%	-10%	6%	-4.2%	11%	-2%	2%
COc1ccc(NC(=O)CSc2nc3ccsc3c(=O)n2CCC(=O)O)c(OC)c1	-0.1%	11%	6%	17%	-1%	.	4.7%	-9%	9%
CCNC(=S)Nc1cc(OCC)c(N2CCOCC2)cc1OCC	-0.4%	10%	-3%	-6%	-3%	-2.5%	0.4%	-2%	>100µM*
CC(C)Cc1cc(C(=O)NCc2cccnc2)no1	0.1%	3%	3%	3%	-4%	-1.1%	0.7%	-4%	7%
Cc1ccc(/C=C2\SC(=S)N(CCCC(=O)Nc3ccc(O)cc3)C2=O)cc1	2.8%	2%	-7%	0.74µM*	-9%	.	?	-5%	14%
O=C(COc1ccc2c(c1)OCO2)Nc1nnc(Cc2ccccc2)s1	-0.8%	6%	-5%	-13%	0%	.	0.1%	-8%	5%
